Compound activity (PubChem)
Apoferritin bind: candidate novel general anesthetic via apoferritin binding; apoferritin/1-aminoanthracene competitive binding, fluorescence; Potency, µM (highest dose often 77.5 µM), for the others: at the top dose activity change, negative = displacement, hits mostly inhibitors; 0.074% of 350,000 active; AID 485281; further: on the % scale 0 is the no-effect control and ±100 the full control effect; nearly all actives have a fitted effect of over 20% in size
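Steps: apoferritin (10 uM) was premixed with half-saturated 1-AMA in PBS, compounds were pin-transferred, plates stood 10 min at room temperature, fluorescence was read at 380/535 nm, and curves were fitted with a Hill equation.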
BLM inh: blocks DNA unwinding by human BLM helicase; P54132; recombinant BLM DNA unwinding, fluorescence dequenching; Potency, µM (top dose mostly 56.1 µM), inactives show top-dose activity change, negative = inhibition, actives largely listed as inhibitors; 0.2% of 350,000 active; AID 2528;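 further: plate controls were vehicle for no effect and no enzyme for full effect; nearly all actives have a fitted effect of over 35% in size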
Target sequence (P54132 whole entry, looked up): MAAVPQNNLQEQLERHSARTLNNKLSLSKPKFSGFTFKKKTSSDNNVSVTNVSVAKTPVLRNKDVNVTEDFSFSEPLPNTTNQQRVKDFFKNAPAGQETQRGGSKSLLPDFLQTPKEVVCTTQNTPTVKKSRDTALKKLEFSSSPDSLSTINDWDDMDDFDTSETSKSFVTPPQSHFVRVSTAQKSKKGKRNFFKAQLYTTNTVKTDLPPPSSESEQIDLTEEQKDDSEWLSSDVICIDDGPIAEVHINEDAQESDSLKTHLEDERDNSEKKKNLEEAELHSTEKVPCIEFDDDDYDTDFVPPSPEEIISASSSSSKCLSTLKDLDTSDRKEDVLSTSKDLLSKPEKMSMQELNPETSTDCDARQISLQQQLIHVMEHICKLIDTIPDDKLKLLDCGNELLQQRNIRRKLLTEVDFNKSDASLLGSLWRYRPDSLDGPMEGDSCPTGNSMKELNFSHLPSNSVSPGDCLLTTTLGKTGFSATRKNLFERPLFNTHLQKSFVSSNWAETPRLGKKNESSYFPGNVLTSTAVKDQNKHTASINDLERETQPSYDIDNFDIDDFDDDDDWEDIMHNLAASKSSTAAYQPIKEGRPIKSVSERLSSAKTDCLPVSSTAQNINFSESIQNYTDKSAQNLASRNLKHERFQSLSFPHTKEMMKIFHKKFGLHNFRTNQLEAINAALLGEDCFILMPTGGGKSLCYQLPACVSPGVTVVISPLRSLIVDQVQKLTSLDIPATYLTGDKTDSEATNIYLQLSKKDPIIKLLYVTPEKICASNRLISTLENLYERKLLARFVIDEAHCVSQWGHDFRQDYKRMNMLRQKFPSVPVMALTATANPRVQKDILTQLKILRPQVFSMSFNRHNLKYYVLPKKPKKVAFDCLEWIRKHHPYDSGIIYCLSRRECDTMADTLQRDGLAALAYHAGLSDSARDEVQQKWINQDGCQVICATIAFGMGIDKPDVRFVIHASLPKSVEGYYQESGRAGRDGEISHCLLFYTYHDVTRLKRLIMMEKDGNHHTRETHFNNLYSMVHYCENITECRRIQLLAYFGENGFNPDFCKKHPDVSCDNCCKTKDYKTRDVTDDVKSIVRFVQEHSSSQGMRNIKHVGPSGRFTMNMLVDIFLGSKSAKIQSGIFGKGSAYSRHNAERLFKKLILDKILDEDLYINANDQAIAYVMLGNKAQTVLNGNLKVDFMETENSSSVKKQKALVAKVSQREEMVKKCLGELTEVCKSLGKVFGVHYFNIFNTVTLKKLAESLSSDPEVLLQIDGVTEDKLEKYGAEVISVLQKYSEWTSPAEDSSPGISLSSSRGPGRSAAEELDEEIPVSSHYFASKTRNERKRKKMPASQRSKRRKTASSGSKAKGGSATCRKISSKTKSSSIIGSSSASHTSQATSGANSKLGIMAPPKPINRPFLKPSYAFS
Pol kappa inh: blocks human DNA polymerase kappa activity; Q9UBT6; purified Pol kappa, fluorescent DNA synthesis assay, 10 min; Potency, µM (titrated, usually from 107 µM), for the others: top-dose activity, negative = inhibition, usual class: inhibitors; 0.53% of 400,000 active; further: on the % scale 0 is the no-effect control and ±100 the full control effect
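Inhibition of 10 nM Pol kappa is measured by a fluorescent read-out at 0 and 10 min following addition of 50 nM substrate (final), with a 15-min room-temperature compound preincubation.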
APEX1 inh: inhibitors of human APE1 endonuclease; P27695; recombinant APE1, TAMRA/BHQ-2 abasic DNA cleavage fluorescence; Potency, µM (highest dose often 65.8 µM), for the others: at the highest dose activity change, negative = inhibition, hits mostly inhibitors; 0.35% of 350,000 active;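 further: plate controls were vehicle for no effect and reference inhibitor for full effect; nearly all actives have a fitted effect of over 55% in size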
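Activity was derived from the fluorescence gain between first and third kinetic reads (60 s intervals, ex 525/em 598 nm) after 50 nM THF-abasic TAMRA/BHQ-2 duplex was added to 0.75 nM APE1 preincubated 15 min with compound.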
G9a block: G9a (human) methyltransferase inhibition; Q96KQ7; G9a H3K9 monomethylation, AlphaScreen, 2 h; Potency, µM (titrated, usually from 102 µM), inactives show at the top dose activity, negative = inhibition, hits mostly inhibitors; 8.8% of 350,000 active; AID 504332; further: on the % scale 0 is the no-effect control and ±100 the full control effect; nearly all actives have a fitted effect of over 75% in size
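G9a (20 nM) was preincubated 15 min with compound, then reacted 2 h at room temperature with 500 nM biotin-H3K9 peptide and 20 µM SAM. Monomethyl-H3K9 detected by AlphaScreen using anti-H3K9me1 antibody.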
Pol beta inh: inhibitors of human DNA polymerase beta | P06746 | Pol beta primer extension/strand displacement, fluorescence kinetic | Potency, µM (highest dose often 114 µM), without a hit: at the top dose activity change, negative = inhibition, actives largely listed as inhibitors | 1.3% of 340,000 active | AID 485314; further: on the % scale 0 is the no-effect control and ±100 the full control effect
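Preincubation: enzyme (10 nM) with compound, 15 min, RT. Reaction: substrate added to 50 nM final. Reads: 0 and 10 min. Analysis: normalized, Hill fit.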
Pol iota inh: inhibitors of human DNA polymerase iota | Potency, µM (doses to about 115 µM), inactives show at the top dose activity, negative = inhibition, actives largely listed as inhibitors | 1% of 390,000 active | Pol iota fluorescent replication assay, 10 min
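Pol iota at 10 nM preincubated 15 min with compounds at room temperature; reaction started with fluorescent substrate, 50 nM final. Fluorescence read kinetically at 0 and 10 min; buffer-only wells as negative control.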
BAZ2B block: blocks human BAZ2B | Q9UIF8 | AlphaScreen BAZ2B-H3K14Ac peptide displacement | Potency, µM (titrated, usually from 114 µM), without a hit: at the highest dose activity change, negative = inhibition, hits mostly inhibitors | 4.4% of 360,000 active; further: on the % scale 0 is the no-effect control and ±100 the full control effect; nearly all actives have a fitted effect of over 60% in size
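AlphaScreen displacement: compounds (up to 110uM) incubated 30 min at room temperature with a preformed 50 nM BAZ2B/50 nM biotinylated H3K14Ac peptide complex in PBS pH 7.4 with Tween-20. Donor and acceptor beads at 10 ug/mL final added, 20 min light-protected before reading.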
Pol eta inh: inhibitors of human DNA polymerase eta. recombinant Pol eta, fluorescent DNA replication assay. Potency, µM (doses to about 114 µM), for inactives: at the highest dose activity change, negative = inhibition, usual class: inhibitors. 1.2% of 390,000 active; further: on the % scale 0 is the no-effect control and ±100 the full control effect
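Fluorescent replication assay: 50 nM final substrate added after a 15 min room-temperature compound preincubation with 10 nM enzyme. Signal taken at 0 min and again at 10 min.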
Numbers without * were called inactive; ? = inconclusive; nt = not tested or not shown; [ ] = remark or other dose. The call rests on the fitted dose curve; in most records, active means well fitted curve in the direction sought with a large enough effect; inconclusive means small, poorly fitted or top-dose-only effect, or another doubt; inactive means no such curve, though single readings can be large; an effect the other way counts as inactive or inconclusive. Potency means the concentration at half of the fitted maximal effect.

SMILES | Apoferritin bind | BLM inh | Pol kappa inh | APEX1 inh | G9a block | Pol beta inh | Pol iota inh | BAZ2B block | Pol eta inh
COc1ccc(N2CCN(C(=O)NCc3ccc(OC)c(OC)c3)CC2)cc1 | -8% | 2% | 4% | -11% | -13% | 63% | 16% | -1% | -5%
COc1cc(C(C(=O)NC(C)(C)C)N(Cc2ccc3c(c2)OCO3)C(=O)c2cnccn2)cc(OC)c1OC (stereo unspecified) | -3% | 0% | -3% | -7% | 13%[12.7 µM] | 1% | 15% | -20% | -5%
CCSc1nc(O)cc(=O)n1CC | -6% | -7% | 1% | -1% | -7% | 8% | -17% | -17% | -7%
CCN(C(=O)CSc1nc2ccc(O)cc2c(=O)n1-c1ccc(OC)c(OC)c1)C1CCS(=O)(=O)C1 (stereo unspecified) | nt | nt | -19% | -3% | ? | nt | 38%[activator] | 9% | -24%
CCCCOc1ccc(/C(O)=C2/C(=O)C(=O)N(CCCOC)C2c2ccncc2)cc1 (stereo unspecified) | -7% | -3% | -13% | -1% | 7%[12.7 µM] | 1% | 6% | 6% | 1%
Fc1ccc(C(Nc2ccccn2)c2c[nH]c3ccccc23)cc1 (stereo unspecified) | -22% | -9% | -10% | -2% | 40µM* | 1% | -6% | -20% | -14%
CCOC(=O)c1ccc(N2C(=O)c3n[nH]c(C)c3C2c2ccc(OC)cc2)cc1 (stereo unspecified) | -19% | -15% | 0% | -9% | -8%[12.7 µM] | 14% | 8% | ? | -16%
Cc1nnc2sc(SCc3ccccc3Cl)nn2c1=O | ? | -1% | -5% | 2% | -29% | 1% | 58%[activator] | 5% | -1%
Cc1ccc(OCC(=O)Nc2c[nH]c(=O)[nH]c2=O)cc1C | 1% | 1% | -10% | -1% | -5% | 0% | 33%[activator] | -2% | -8%
COc1cc(Cl)c(C)cc1NC(=O)c1ccccc1NC(=O)CN1CCOCC1 | 1% | -12% | ? | -27% | -5% | ? | ? | -22% | 79µM*
Cc1cc(/C=C2\Cc3ccccc3C2=O)c(C)n1-c1ccccc1 | -2% | -7% | -9% | 0% | 11%[59 µM] | 3% | 67%[activator] | 10% | -2%
CCOc1ccccc1NC(=O)CCc1c(C)nc2c3cccnc3nn2c1C | 1% | 1% | -11% | nt | 9%[59 µM] | 71% | -1% | 2% | -4%
CCN(C(=O)c1cn(C)c(=O)c2ccccc12)c1cccc(C)c1 | 1% | 1% | ? | nt | -17%[59 µM] | 26% | ? | -8% | -15%
C=CCOc1c(Br)cc(/C=N/Nc2ccc(C(=O)O)cc2)cc1OCC | 39%[activator] | -5% | -5% | ? | 3.2µM* | ? | ? | -5% | ?
CN(CC(=O)Nc1cccc(F)c1)CC(=O)Nc1cccc(S(N)(=O)=O)c1 | -1% | -2% | -2% | 0% | ? | 19% | -8% | 2% | -22%
CC(C)(C)NC(=O)C(c1ccco1)N(Cc1ccc(F)cc1)C(=O)c1snc(C(N)=O)c1N (stereo unspecified) | -19% | -4% | -12% | 2% | -10%[59 µM] | -2% | -3%[58.9 µM] | -9% | -3%
CSCCC(NC(=O)c1ccccc1Br)C(=O)NNC(=O)c1csc(N2CCOCC2)n1 (stereo unspecified) | nt | nt | -4% | -4% | 27% | nt | 18% | 11% | -9%
CN(C)S(=O)(=O)c1ccc(Cl)c(C(=O)NNC(=O)c2ccc3c(c2)OCO3)c1 | nt | nt | 9% | -5% | -9%[12.7 µM] | nt | 9% | 0% | -3%
CC1=CC(=C2C(=O)c3ccccc3C2=O)C=C(C)N1Cc1ccco1 | ? | -8% | -37% | -8% | 41%[12.7 µM] | -20% | ? | -12% | -15%
CCCCOc1ccc(C(=O)N(Cc2ccco2)Cc2ccco2)cc1 | -6% | -9% | -37% | nt | -29%[59 µM] | 22µM* | ? | -8% | 32µM*

Rewritten with values under each structure: part of the list above.
Values run as follows: Apoferritin bind, BLM inh, Pol kappa inh, APEX1 inh, G9a block, Pol beta inh, Pol iota inh, BAZ2B block, Pol eta inh
Fc1ccc(C(Nc2ccccn2)c2c[nH]c3ccccc23)cc1 (stereo unspecified)
    -22%, -9%, -10%, -2%, 40µM*, 1%, -6%, -20%, -14%
CCOC(=O)c1ccc(N2C(=O)c3n[nH]c(C)c3C2c2ccc(OC)cc2)cc1 (stereo unspecified)
    -19%, -15%, 0%, -9%, -8%[12.7 µM], 14%, 8%, ?, -16%

New compounds follow.
SMILES | Apoferritin bind | BLM inh | Pol kappa inh | APEX1 inh | G9a block | Pol beta inh | Pol iota inh | BAZ2B block | Pol eta inh
C=CCNC(=O)/C(C#N)=C/c1cn(-c2ccccc2)nc1-c1cccs1 | -1% | 3% | -8% | 4% | 47%[activator][59 µM] | -9% | 14% | 1% | -6%
Clc1ccc(C2=CC(c3ccco3)n3ncnc3N2)cc1 (stereo unspecified) | 256%[activator] | -4% | 3% | 14% | 8.9µM* | ? | 26% | ? | ?
Nc1ccc2c(c1)COC2=O | 1% | 1% | -23% | 0% | -5% | 1% | 160%[activator] | -3% | -7%
Cc1cccc(C)c1NC(=O)NN(C(=O)c1ccccc1)C(C)(C)C | -2% | 1% | -4% | 3% | -12%[59 µM] | 27% | 8% | -3% | -19%
CCC(=O)Nc1ccc(C(=O)c2ccccc2)cc1 | -15% | -2% | -6% | 6% | 13%[59 µM] | 38% | 14% | 5% | 4%
CCc1c(C(=O)N2CCOCC2)csc1C | -1% | -3% | -3% | -2% | -20%[12.7 µM] | -23% | -12% | 0% | -15%
O=C(Nc1ccc(S(=O)(=O)N2CCOCC2)cc1)c1ccc(S(=O)(=O)N2CCOCC2)cc1 | 3% | -2% | 7% | -10% | ? | 28% | 0% | 9% | -14%
O=C(NCc1ccccc1)C(c1cccnc1)N(C(=O)c1ccccn1)c1ccccc1F (stereo unspecified) | 3% | -5% | -19% | 0% | ? | 19% | 11% | 5% | -3%
O=C(COc1ccccc1)NCC(c1ccco1)N1CCN(c2ccccc2F)CC1 (stereo unspecified) | nt | nt | -8% | 3% | 11%[0.501 µM] | nt | 13% | -36% | -10%
Cc1nn(-c2ccccc2Cl)c(Cl)c1/C=N/Nc1nc2ccccc2s1 | 5% | -1% | 0% | -7% | 34%[59 µM] | 2% | 12% | 5% | -5%
O=C(O)C1Cc2ccccc2CN1S(=O)(=O)/C=C/c1ccccc1 (stereo unspecified) | -8% | -11% | -16% | -4% | 14µM* | -3% | 36%[activator] | 79µM* | -20%
CCCOc1ccc(-c2nc(C#N)c(N3CCC(C(N)=O)CC3)o2)cc1 | -10% | -5% | 0% | -1% | nt | 22% | 23% | -1% | -17%
COc1ccccc1-c1cc2nc(C)c(CCC(=O)NC(C)CCc3ccco3)c(C)n2n1 (stereo unspecified) | ? | -3% | 2% | -7% | ? | 0% | -16% | -39% | -19%
C/C(CC(=O)Nc1ccc(N(C)C)cc1)=N\NC(=O)c1ccncc1 | -6% | -4% | 3% | 1% | 35µM* | 31% | 154%[activator] | -33% | -22%
COc1ccc(Nc2nc3ccccc3n2C)cc1 | -14% | 1% | -19% | 18% | 95%[activator] | 6% | 121%[activator] | 9% | -16%
NC(=O)c1nsc(C(=O)N(c2cccc(F)c2)C(C(=O)NCC2CCCO2)c2ccc3ncccc3c2)c1N (stereo unspecified) | -9% | -4% | 6% | 7% | 4% | 15% | 82%[activator] | -1% | -18%
Cc1noc(C)c1S(=O)(=O)N(C)C[C@H]1Oc2c(NC(=O)Nc3ccccc3)cccc2C(=O)N([C@H](C)CO)C[C@@H]1C | nt | nt | -6% | -10% | nt | nt | 12% | nt | -9%
CCCCCN(CCCCC)C(=O)[C@H](CCC(=O)O)NC(=O)c1ccc(Cl)c(Cl)c1 | 2%[29.3 µM] | -1%[21.4 µM] | -4%[12 µM] | 1%[21 µM] | 32%[21.5 µM] | nt | nt | nt | nt
c1ccc2[nH]c(CSc3nc4ccccc4o3)nc2c1 | -3% | -1% | -11%[60.1 µM] | 0% | -28%[12.7 µM] | -14% | -7% | 7% | 9%
COc1ccccc1N1CC(C(=O)OCC(=O)Nc2cc(C)on2)CC1=O (stereo unspecified) | nt | nt | -28% | -7% | ? | nt | 24% | 7% | -9%
CCOC(=O)C1CCN(C(=O)COc2ccc([N+](=O)[O-])cc2)CC1 | -5% | -9% | -7% | 1% | 27%[59 µM] | 11% | 19% | -3% | -2%
CCN(CC)C(=S)SC1=CCS(=O)(=O)C1 | -11% | -2% | 0% | -6% | 20µM* | -4% | 55%[activator] | nt | -19%
CC(=O)Nc1nnc(CSCc2ccccc2F)s1 | 4% | -2% | -6% | -2% | -17% | -10% | -6% | 1% | -9%
Cc1ccccc1/C=N/n1c(C2CCCCC2)n[nH]c1=S | -3% | -4% | -1% | 9% | 13µM* | 1% | 16% | -1% | -9%
O=C(N/N=C/C(Br)=C\c1ccccc1)c1n[nH]c2c1CCC2 | ? | -6% | -1% | -2% | ? | 1% | 25µM* | -4% | -6%
COc1ccc(CN(CC(=O)NCc2ccc(F)cc2)C(=O)CCC(=O)Nc2cc(C)ccn2)cc1 | -1% | 1% | -1% | 36%[12.4 µM] | 17%[59 µM] | 1% | ? | 0% | 0%
CCCCn1ccnc1C(=O)c1cc(S(=O)(=O)N2CCOCC2)ccc1C | -19% | -6% | -14% | 3% | 1%[59 µM] | 2% | 41%[activator] | 11% | -17%
CCOC(=O)c1ccc(NC(=S)NCCc2ccc(OC)c(OC)c2)cc1 | -5% | -10% | 2% | -2% | nt | -7% | 14% | ? | -25%
O=C(Nc1ccc(S(=O)(=O)NC2=NCCCCC2)cc1)c1ccc(Cl)c([N+](=O)[O-])c1 | nt | nt | -43% | -17% | nt | nt | ? | nt | -13%
COc1cccc(CNC(=O)c2ccc(NC3=NC4CS(=O)(=O)CC4S3)cc2)c1 (stereo unspecified) | -2% | -1% | 1% | 22% | 31%[activator] | 3% | 39%[activator] | 1% | -12%
Cc1c(CNCc2cccs2)c(C(=O)O)c(C)n1Cc1ccccc1 | -11% | -14% | -4% | 5% | 1%[59 µM] | 2% | -9% | -8% | -8%
CCOC(=O)CSc1nc2cc3c(cc2c(=O)n1CCCC(=O)NCc1ccc2c(c1)OCO2)OCO3 | -1% | 0% | 6%[60.1 µM] | nt | ? | -3% | -1% | 2% | -11%
COc1cccc(OC)c1NC(=O)Cc1nn(C)c(=O)c2ccccc12 | -11% | -1% | -6% | 3% | -50%[59 µM] | 5% | 17% | -2% | 2%

Only part of the results is shown; the hit share may differ from the screen's.
